PhoP inhibition = PhoP-dependent GFP reporter repression – Salmonella Typhimurium, primary screen (AID 1863) | S. Typhimurium PhoP-regulated promoter GFP reporter, 4 h; higher % means a stronger effect | one-dose inhibition, % at 50 µM; IC50 in µM for titrated hits | actives 0.16% (n = 300,000);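 active = inhibition over 29.93%, a cutoff 3 SD above the screen mean, later confirmed by dose response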;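 note: 0% = low Mg2+ inducing control and 100% = high Mg2+ repressing control; strong numbers were not always called active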
KOR beta-arrestin-1 = KOR antagonists, beta-arrestin recruitment, cell-based, luminescence, uHTS (AID 1778). KOR beta-arrestin recruitment, luminescence, antagonist mode; higher % means a stronger effect. inhibition, % at 10 µM; hits with a dose series show IC50 in µM. actives 0.091% (n = 290,000); in the data active = inhibition above about 50%; note: strong numbers were not always called active
T cell modulator = T cell immune modulation candidate. 2C CD8+ T cell-vesicle binding, flow cytometry; hits give low values. calls only at 7 µM. actives 0.068% (n = 330,000). AID 2052;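 active = response, share of CD8 T cells binding vesicles, and their 90th percentile fluorescence all below set limits, cut at about 80% in these data, passing the limit was not always enough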
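Also added: QL9-peptide-loaded Drosophila micro-vesicles bearing Ld, ICAM-1 and B7-1; Test system: purified 2C TCR transgenic mouse naive CD8+ T cells; Measured by: cytometric PE anti-B7-1 and Alexa647 anti-CD8 signals after 1% paraformaldehyde fixation; Timing: binding step 1.5 h, 37 °C, antibody labelling 20 min, ice.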
KOR beta-arrestin-2 = kappa opioid receptor activators – cell-based, luminescence, uHTS, primary screen (AID 1777); actives 0.02% (n = 280,000); KOR beta-arrestin recruitment, luminescence; higher % means a stronger effect; activation, % at 10 µM; hits with a dose series show EC50 in µM; in the data active = activation above about 50%, passing the limit was not always enough; note: a part of the inactive calls stands beside numbers as strong as those of hits
GPR35 antagonists = inhibition of zaprinast-stimulated GPR35 beta-arrestin translocation – imaging, U2OS, beta-arrestin-GFP, zaprinast agonist, primary screen (AID 2058) | actives 0.052% (n = 290,000) | U2OS GPR35 beta-arrestin-GFP translocation imaging, zaprinast antagonism; higher % means a stronger effect | one-dose inhibition, % at 10 µM; IC50 in µM for titrated hits;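 active = inhibition of at least 50% with at least 30 cells and total cytoplasm GFP at most 10,000,000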
NTR1 agonist = NTR1-driven beta-arrestin-GFP spot formation – imaging, U2OS cells, high content, primary screen (AID 493036); P30989; agonist mode; activation, % at 20 µM; actives 0.17% (n = 330,000);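 active = activation at or above 40% of the spot to cytoplasm intensity ratio, with at least 20 cells analyzed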;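 note: 0% = DMSO without peptide and 100% = 100 nM NTR1 peptide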
Target sequence (P30989 whole entry, looked up): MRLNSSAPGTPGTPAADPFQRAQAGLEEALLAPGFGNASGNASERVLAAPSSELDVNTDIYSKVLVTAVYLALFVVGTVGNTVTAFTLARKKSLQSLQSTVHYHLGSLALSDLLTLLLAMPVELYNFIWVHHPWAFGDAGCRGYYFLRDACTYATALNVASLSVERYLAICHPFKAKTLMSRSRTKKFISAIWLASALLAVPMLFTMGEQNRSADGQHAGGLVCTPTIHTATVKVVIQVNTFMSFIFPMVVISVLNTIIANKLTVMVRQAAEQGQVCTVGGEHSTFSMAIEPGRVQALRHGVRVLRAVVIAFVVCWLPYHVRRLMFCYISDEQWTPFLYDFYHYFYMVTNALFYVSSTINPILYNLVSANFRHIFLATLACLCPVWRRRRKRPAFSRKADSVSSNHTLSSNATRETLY
GPR55 LPI antagonism = inhibition of LPI-stimulated GPR55 beta-arrestin translocation – imaging, U2OS, beta-arrestin-GFP, LPI agonist, primary screen (AID 2013) | actives 0.13% (n = 290,000) | inhibition, % at 10 µM; hits with a dose series show IC50 in µM | U2OS GPR55 beta-arrestin-GFP translocation imaging, LPI antagonism; higher % means a stronger effect;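 active = spots per cell inhibited over 60%, with over 100 cells counted and total cytoplasm intensity under 500,000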;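 note: U2OS cells stably carrying GPR55 and arrestin-GFP stimulated by 5 µM LPI near EC80; imaged beta-arrestin-GFP aggregate spots per cell after agonist stimulation; plate controls were LPI-stimulated DMSO wells for no effect and DMSO wells without LPI for full effect; some results filed as inactive read as strong as hits; confirmed hits need IC50 under 10 µM and bright autofluorescent wells are also inconclusive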
GPR55 beta-arrestin = GPR55 agonists via beta-arrestin recruitment, primary screen, imaging, U2OS cells, beta-arrestin-GFP redistribution (AID 1961); U2OS GPR55 beta-arrestin-GFP redistribution imaging; higher % means a stronger effect; activation, % at 10 µM, or EC50 in µM where a hit was titrated; actives 0.048% (n = 290,000);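 active = activation above 40% with more than 50 cells counted in the well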;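 note: U2OS osteosarcoma cells stably expressing GPR55 and beta-arrestin-GFP; plate controls were DMSO negative control for no effect and LPI positive control for full effect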
West Nile antiviral = inhibition of WNV-induced cytopathic effect – cell-based, CPE readout (AID 1621). West Nile virus-infected cells, CPE inhibition; higher % means a stronger effect. CPE inhibition, % at 10 µM, or IC50 in µM where a hit was titrated. actives 0.02% (n = 290,000); in the data active = a potency from the dose series; note: strong numbers were not always called active
T cell modulator vesicle-bound % = further read-out of T cell modulator, marked with its call; double positive events, %; measured here: CD8+ vesicle-bound cell fraction;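 binding gate set so that unloaded-vesicle control wells show 10% double positive cells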
NTR1 agonist cell count 20 µM = further read-out of NTR1 agonist, marked with its call; cell count; measured here: cell count, cytotoxicity flag
The depositor's hits bear a star; i = inactive; nt = not tested or not shown; [ ] = dose if it differs, or a comment. No enrichment for hits. Share with any hit: about 0.62%.

SMILES	PhoP inhibition	KOR beta-arrestin-1	T cell modulator	T cell modulator vesicle-bound %	KOR beta-arrestin-2	GPR35 antagonists	NTR1 agonist	NTR1 agonist cell count 20 µM	GPR55 LPI antagonism	GPR55 beta-arrestin	West Nile antiviral
Cc1ccc2nc(SCC(=O)N3c4ccccc4CC3C)c(C)cc2c1 (stereo unspecified)	-12%	23%	i	14	12%	5%	4.2	53	18%	-0.1%	-0.6%
CCOC(=O)N1CCC(=NNC(=O)COc2cccc(C)c2)CC1	-14%	0%	i	44	-6.4%	6%	-0.4	55	-5%	0.2%	0.1%
Cc1ccc(NC(=O)c2cccc(NC3=NC4CS(=O)(=O)CC4S3)c2)cc1C (stereo unspecified)	nt	-1%[20 µM]	i	20	-3.4%	1%	-1.0	47	1%	-0.1%	-0.3%
COc1cccc(NCc2cc(=O)oc3cc(C)c(C(C)C)cc23)c1	14%	-135%	i	10	-3.9%	2%	10	72	-5%	0.0%	-1.1%
CC(CCc1ccccc1)OS(N)(=O)=O (stereo unspecified)	-5%	-20%[20 µM]	i	23	-2.9%	1%	4.4	58	-5%	-0.1%	0.1%
CCOC(=O)CNc1c(-c2ccccc2)nc2ccc(Cl)cn12	-11%	-41%	i	26	4.9%	0%	-1.2	80	1%	-0.1%	-0.5%
CSCC[C@H](NC(=O)N1CCn2c1nc1ccccc12)C(=O)NCc1ccccc1	-12%	nt	i	32	nt	-10%	2.0	59	5%	0.1%	-0.7%
CCn1nc(C)cc1C(=O)n1nc(C)c(Sc2ncccn2)c1C	-17%	-48%	i	29	5.4%	24%	-0.2	38	-4%	-0.2%	0.4%
COC(=O)c1c(C)nn(-c2ccc(F)c(Cl)c2)c1-c1cc(C)on1	0%	17%	i	27	0.9%	24%	0.5	49	0%	-0.2%	-1.1%
O=C(NCc1cccc(C(F)(F)F)c1)C1CCCN(c2ncccn2)C1 (stereo unspecified)	-6%	-8%	i	11	5.0%	15%	-1.6	60	14%	-0.1%	-0.1%
CN(C)S(=O)(=O)c1ccc(N2CCN(S(=O)(=O)c3ccc(F)cc3)CC2)c(Cl)c1	6%	22%	i	13	10%	5%	2.3	58	-1%	0.2%	2.4%
CN1CCN(c2ncnc3c2[nH]c2ccc(F)cc23)CC1	19%	-3%	i	14	-0.8%	17%	0.0	38	-1%	-0.1%	0.0%
Cc1cc(C)c(S(=O)(=O)NCCn2ccc3ccccc32)c(C)c1	-8%	-11%	i	50	-0.7%	3%	12	64	6%	0.4%	-0.5%
CNC(=O)C1CC(=O)N/C(=N/N=C(\C)c2cccs2)S1 (stereo unspecified)	-5%	-39%	i	52	3.1%	10%	0.0	88	0%	0.5%	0.3%
COC(=O)Cc1c(O)ccn(Cc2ccc(Cl)c(Cl)c2)c1=O	-4%	27%	i	30	-4.6%	-9%	0.4	58	10%	-0.3%	0.0%
C/C(=N\Nc1nncc2ccccc12)c1ccc(O)cc1	16%	-39%	i	14	-1.9%	2%	1.8	52	-11%	-0.2%	-0.5%
CC(C)Oc1ccc(Cc2cnc(N)nc2N)cc1	92µM*	-7%	i	7	2.4%	-4%	-0.8	64	4%	-0.1%	-1.4%
OC(COC(c1ccccc1)c1ccccc1)CN1CCOCC1 (stereo unspecified)	1%	-14%	i	54	1.9%	9%	1.4	77	-13%	0.2%	-0.2%
C=CCc1cccc2cc(C(=O)NC3CCCC3)c(=O)oc12	-4%	13%[20 µM]	i	42	-3.1%	9%	3.1	40	2%	-0.1%	-0.2%
CCOC(=O)C1=C(CS(=O)(=O)c2ccccc2)NC(=O)NC1c1ccc(O)c(OC)c1 (stereo unspecified)	0%	-7%	i	41	-0.4%	-9%	-0.5	70	-9%	-0.2%	-0.1%
CCOC(=O)c1c(NC(=O)CSc2nnc(CNc3ccc(Cl)cc3)o2)sc(C)c1C	7%	-13%	i	19	-6.9%	1%	7.5	58	5%	0.0%	-0.3%
COc1ccc(-c2noc(=O)n2CC(=O)N2CCC(Cc3ccccc3)CC2)cc1	-6%	5%[20 µM]	i	18	nt	0%	0.1	56	12%	-0.1%	-2.0%
Cc1cccc(CSc2ncnc3c2cnn3Cc2ccccc2)c1	-5%	23%	i	50	1.6%	2%	2.3	83	13%	0.0%	-0.3%
Cc1cc(C)c(OCCCCNCc2ccccc2)c(Cl)c1	3%	8%	i	50	1.6%	3%	11	89	0%	0.0%	-0.5%
COC(=O)c1c(C)oc(C)c1S(=O)(=O)N1CCCCC1	-1%	19%	i	28	2.0%	12%	0.1	44	-3%	0.3%	-0.2%
SMILES	PhoP inhibition	KOR beta-arrestin-1	T cell modulator	T cell modulator vesicle-bound %	KOR beta-arrestin-2	GPR35 antagonists	NTR1 agonist	NTR1 agonist cell count 20 µM	GPR55 LPI antagonism	GPR55 beta-arrestin	West Nile antiviral
CCCCNC1=C(Br)C(=O)CC(C)(C)C1	-6%	26%	i	33	-2.1%	7%	0.3	66	7%	-0.2%	-0.3%
CC(C)Cn1c(N)c(C(=O)CSc2nnnn2C)c(=O)n(C)c1=O	-3%	-1%	i	36	-3.2%	-6%	1.8	61	33%	-0.1%	-0.1%
COCCn1c(C)cc(C(=O)CSc2nc3ccccc3c(=O)n2C(C)COC)c1C (stereo unspecified)	5%	-4%	i	55	-2.1%	-4%	2.1	45	-7%	-0.2%	-1.0%
Cc1ccccc1-n1nc(CSc2nc3ccccc3[nH]2)c(-c2ccccc2)c1N	-8%	-22%	i	42	-2.0%	-10%	4.2	48	-2%	-0.2%	-0.6%
O=C(NCc1ccccc1)C1=C[C@H](c2ccc(Br)cc2)C[C@H](OCc2ccc(CO)cc2)O1	3%	8%	i	35	2.4%	-17%	3.6	103	6%	-0.1%	-0.5%
COc1ccc(/C=C/C(=O)c2oc3ccc(F)cc3c2C)cc1	-1%	0%	i	64	2.9%	3%	6.1	82	-10%	-0.2%	0.4%
CCOC(=O)c1c(-c2ccc(C)s2)csc1NC(=O)c1cccs1	0%	-14%	i	31	1.2%	4%	5.6	107	13%	0.2%	-0.2%
CSCC[C@H](NC(=O)c1cc([N+](=O)[O-])ccc1Cl)c1nc2ccccc2[nH]1	-1%	-24%	i	31	-1.7%	2%	1.5	92	-3%	-0.3%	-0.6%
CC1=C(C(=O)OCc2ccccc2)C(c2ccccc2)NC(=O)N1 (stereo unspecified)	-3%	-20%	i	58	2.2%	8%	0.7	59	-8%	0.6%	-1.1%
CC1=NN(c2ccccc2)C(=O)/C1=C/C=C/c1ccc(N(C)C)cc1	-7%	8.3µM*	nt	nt	-16%	6%	nt	nt	1%	-0.2%	-0.9%
COc1ccc(CCNC(=O)c2cnc(Cl)c(Cl)c2)cc1	-5%	4%	i	50	0.9%	1%	0.1	44	9%	-0.1%	0.1%
CC1(C)SC(=S)N(NC(=O)Nc2cccc3ccccc23)C1N(O)C(=O)Nc1ccccc1 (stereo unspecified)	22%	-9%	i	32	-2.5%	-4%	14	43	4%	-0.4%	-1.6%
CCCCN(c1ccc(C(=O)OC)cc1)S(=O)(=O)c1ccccc1	-3%	24%[20 µM]	i	68	-4.6%	-4%	1.7	55	7%	0.2%	-0.5%
COc1ccc(CCNC(=O)c2cccc(Br)c2)cc1OC	-9%	-20%	i	62	0.1%	0%	0.2	47	6%	-0.1%	-0.5%
Cc1ccc(NC(=O)c2ccc3ccccc3n2)cc1S(=O)(=O)N(C)C	-2%	-6%	i	26	1.3%	-10%	3.1	68	9%	0.4%	0.8%
N#Cc1ccc(-c2ccco2)nc1SCC(=O)c1ccc(Cl)cc1	0%	32%	i	23	-1.9%	5%	1.3	57	8%	0.0%	0.1%
Cc1ccc2nc3c(cc(C(=O)NCCN4CCOCC4)c(=N)n3CCCN3CCOCC3)c(=O)n2c1	0%	-35%	i	35	-4.8%	-3%	0.1	48	-6%	-0.1%	-0.4%
CCN(Cc1ccccc1)C(=O)CS(=O)(=O)c1ccccc1	-5%	-15%	i	8	-2.7%	9%	0.3	67	12%	-0.2%	-0.5%
CS(=O)(=O)N1CCC(C(=O)Nc2ccc(C(F)(F)F)cc2)CC1	4%	37%	i	54	-2.1%	-2%	0.4	36	8%	0.0%	-0.6%
Cc1nc(N2CCN(Cc3ccccc3)CC2)[nH]c(=O)c1C	nt	-36%	i	16	10%	19%	-0.7	56	-12%	-0.2%	-0.5%
Cc1onc(-c2ccccc2)c1C(=O)N/N=C/C(Br)=C/c1ccccc1	20%	-3%	i	16	1.3%	4%	7.1	62	-34%	0.5%	-1.3%
CCCCOc1ncnc2c1[nH]c1ccccc12	4%	11%	i	24	-0.9%	15%	4.2	49	-3%	-0.1%	-0.5%
O=[N+]([O-])c1ccc(N2CCOCC2)c(S(=O)(=O)N2CCOCC2)c1	3%	-7%	i	50	-9.1%	11%	1.4	77	0%	0.2%	0.2%
CCC(=O)Nc1cc(ON=C(C)C)cc([N+](=O)[O-])c1	13%	-22%	i	37	-0.4%	-6%	nt	nt	8%	0.1%	-0.9%
CC(=O)C1=C(O)C(=O)N(CCCn2ccnc2)C1c1ccc(C)cc1 (stereo unspecified)	2%	-8%	i	63	5.7%	6%	-0.3	54	-8%	0.4%	0.4%
COc1ccc2c(C)cc3nnnn3c2c1	1%	-28%	i	17	-4.2%	-1%	-0.4	44	1%	-0.2%	1.0%
Oc1ccc(CNc2ccccc2O)cc1	1%	-1%	i	17	5.4%	0%	-1.3	93	12%	-0.1%	-0.4%
COc1ccc(OCCNC(=O)CSc2ccc(C(F)(F)F)cc2[N+](=O)[O-])cc1	-7%	-14%	i	11	11%	-1%	-0.7	70	-6%	0.0%	-0.7%
CC1(C)Oc2ccc(C(=O)Nc3ccccc3F)cc2N(CC(=O)N2CCOCC2)C1=O	0%	12%	i	38	0.1%	-14%	-1.7	55	-9%	0.0%	-0.6%
COc1ccc(C(=O)N=c2sc3ccccc3n2C)cc1OC	1%	-49%[20 µM]	i	13	-3.6%	-1%	0.4	44	1%	-0.1%	-0.5%

In the list so far, these have a CF3 group:
SMILES	PhoP inhibition	KOR beta-arrestin-1	T cell modulator	T cell modulator vesicle-bound %	KOR beta-arrestin-2	GPR35 antagonists	NTR1 agonist	NTR1 agonist cell count 20 µM	GPR55 LPI antagonism	GPR55 beta-arrestin	West Nile antiviral
O=C(NCc1cccc(C(F)(F)F)c1)C1CCCN(c2ncccn2)C1 (stereo unspecified)	-6%	-8%	i	11	5.0%	15%	-1.6	60	14%	-0.1%	-0.1%
CS(=O)(=O)N1CCC(C(=O)Nc2ccc(C(F)(F)F)cc2)CC1	4%	37%	i	54	-2.1%	-2%	0.4	36	8%	0.0%	-0.6%
COc1ccc(OCCNC(=O)CSc2ccc(C(F)(F)F)cc2[N+](=O)[O-])cc1	-7%	-14%	i	11	11%	-1%	-0.7	70	-6%	0.0%	-0.7%

Screening results as filed in PubChem BioAssay.
